KLF5 inhibitor: inhibitors of KLF5 expression; DLD-1 KLF5 promoter-luciferase reporter, luminescence; inhibition, % at 5 µM; hit rate 0.23% among 290,000; AID 1700;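 active means inhibition above a per-plate limit of that plate's mean compound inhibition plus 3 SD, cut at about 60% in these data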;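 further: 0% = DMSO wells and 100% = LY294002 at 200 µM; higher means less KLF5 promoter-driven luciferase light; inactives centre near -14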
HSP90 inh: HSP90 refolding inhibition in rabbit reticulocyte lysate; AID 1789; luciferase refolding luminescence, 3 h; inhibition, % at 5.6 µM; hit rate 0.91% among 290,000;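 active means inhibition above the screen-wide mean plus 3 SD, computed separately per campaign, cut at about 16% in these data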;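 further: 0% = DMSO wells and 100% = 60 µM geldanamycin wells; inhibitors lower the luminescence because luciferase stays unfolded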
HSF1 inhib: HSF1 inhibition; hit rate 0.77% among 300,000; NIH3T3-HGL HSE-luciferase, MG132-induced, luminescence 8 h; active compounds read low; AID 2098; activity change, negative = inhibition, % at 7.5 µM (by protocol);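 active means more than half of replicate wells show activity change below -50%, luminescence cut by over half; inconclusive means some wells, but at most half, below -50%; inactive means no replicate well below -50%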;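 further: luciferase reports HSF-1 transcriptional activity via heat shock element; 0% = median of DMSO wells and -100% = zero luminescence signal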
HIF act: HIF pathway transcriptional activation; AID 1910; U2OS HRE-luciferase reporter, luminescence; normalized: DMSO 0%, desferrioxamine 100%; activation, % at 7.5 µM (by protocol); hit rate 0.32% among 300,000;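 active means mean activation of at least 10% of the iron chelator positive control signal, with at least half of replicates also reaching 10%; inconclusive means mean and replicate majority disagree about reaching 10%; inactive means mean and most replicates under 10%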
aSyn 5UTR inh: 5' untranslated region of α-synuclein, MLPCN primary screen; inhibition, % (tested at 7.5 µM); hit rate 0.82% among 300,000; alpha-synuclein 5'UTR reporter, inhibitor activity; in the data active means inhibition above about 60%; inconclusive means no clear call, values can overlap the other calls;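 further: H4 neuroglioblastoma cells stably carrying SNCA 5'UTR luciferase fusion; 0% = DMSO wells and 100% = positive control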
IEC-6 cytotox: kills IEC-6 intestinal cells in KLF5 counter-screen. IEC-6 cytotoxicity, luminescence viability. inhibition, % at 5 µM. hit rate 0.78% among 290,000; in the data active means inhibition above about 22%;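 further: 0% = plate median of test compound wells and 100% = cytotoxic reference compound wells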
Platelet DG rel: platelet dense granule release activity. human platelet-rich plasma, SFLLRN dense granule ATP release, luminescence. inhibition, %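 (compounds screened at 7.5 µM in platelet-rich plasma)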. hit rate 0.22% among 300,000;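 active means mean replicate score, as percent of positive control, at or above 50; inconclusive means mean below 50 but at least one replicate at or above 50; inactive means mean and every replicate below 50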
HSF1 activator: increases HSF-1 driven luciferase reporter signal. AID 504408. hit rate 1.7% among 300,000. activation, % at 9 µM. NIH3T3-HGL HSF-1 luciferase reporter, MG132, 8 h; 100% = twice DMSO control signal;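 active means mean replicate activation of at least 50% with a set share of replicates each reaching 50%; inconclusive means only one of those two conditions met; inactive means mean below 50% and too few replicates reaching it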;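 further: 0% = median of the neutral control wells and 100% = twice that signal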
SKKanGAS inh: inhibitors of SKKanGAS S. pyogenes growth in kanamycin (SK-promoter or general growth effect) | hit rate 1.3% among 300,000 | AID 1662 | BacTiter-Glo, 6 h | inhibition, % at 7.5 µM;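 active means mean replicate score, as percent of positive control median, at least 50; inconclusive means mean below 50 but one replicate at or above 50; inactive means mean and every replicate below 50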;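 further: strain carries kanamycin resistance gene driven by streptokinase promoter and grows in 40 µg/ml kanamycin; loss of luminescence reflects streptokinase promoter inhibition or plain growth inhibition; 0% = median of DMSO wells and 100% = positive control at its reference dose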
AI-2 QS mod: modulators of Vibrio harveyi AI-2 quorum sensing system; Vibrio harveyi JMH597 AI-2 luminescence/OD600 ratio, 9 h; active compounds read low; strain lacks LuxN and CqsS sensors; 0 = neutral-control median; activity change, % at 7.5 µM; AID 2094; hit rate 0.4% among 300,000; in the data active means activity change below about -75%, passing the limit was not always enough; inconclusive means no clear call, values can overlap the other calls;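 further: luminescence divided by OD600 gain over 9 h not by final OD600 alone; inactives centre near 13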
An asterisk follows results filed as active; ? = inconclusive; . = no result given.

Results follow in this order: KLF5 inhibitor	SKKanGAS inh	IEC-6 cytotox	HSF1 activator	AI-2 QS mod	HSP90 inh	Platelet DG rel	HIF act	aSyn 5UTR inh	HSF1 inhib
> Cc1ccc(S(=O)(=O)/C(C#N)=C/c2c(N3CCC(C(N)=O)CC3)nc3ccccn3c2=O)cc1
 : -4	5	-1	-2	23	-5	-1	0.3	-11	-7
> COc1ccc(C2=NOC(C(=O)NCCCN3CCOCC3)C2)cc1 (stereo unspecified)
 : -26	0	-8	-15	17	0	1	0.0	-26	-1
> NS(=O)(=O)c1ccc(CCNC(=O)CSc2nc3ccccc3c3nc(CCN4CCCCC4)nn23)cc1
 : -14	14	1	3	18	0	1	-0.2	-31	1
> CC(=O)CC1(C)OC(N)=C(C#N)C1(C#N)C#N (stereo unspecified)
 : -12	0	-7	11	-1	1	0	0.5	5	2
> CCOC(=O)Cn1c(=O)c2c(nc(Br)n2CC(=O)OCC)n(C)c1=O
 : -11	-2	-6	-6	21	0	4	-0.6	-16	0
> O=C(CCc1nnc(Cc2c[nH]c3ccccc23)o1)NCC1CC12CCCCC2 (stereo unspecified)
 : -7	8	6	0	24	3	-3	-0.4	3	-11
> CCOc1ccc(C2NC(=O)c3ccccc3O2)cc1OC (stereo unspecified)
 : -19	-2	4	1	1	3	-5	1.3	-3	-3
> COc1ccc(S(=O)(=O)N2CCN(C(=O)c3cc(-c4ccc(Br)cc4)n[nH]3)CC2)cc1OC
 : 0	18	5	4	1	-1	0	-0.2	30	9
> Cc1ccc(S(=O)(=O)N2CCCCC2)cc1C(=O)NCc1ccccn1
 : 1	11	6	0	.	-1	-29	0.1	-6	-3
> O=C(Nc1cccc(-n2cnnn2)c1)c1ccc(OC(F)(F)F)cc1
 : -7	-5	3	-6	25	-6	-33	0.1	11	-2
> N#Cc1ccsc1NC(=O)CCS(=O)(=O)c1ccccc1
 : -14	27	1	-5	9	-1	-6	0.0	-18	-2
> CN(CCc1ccccn1)C(=O)CCc1nnc(CCCc2ccccc2)o1
 : -30	-9	-7	20	17	-4	-6	3.5	-91	18
> CCC(Br)C(=O)Nc1ccc(OC)cc1 (stereo unspecified)
 : -4	-26	-6	32	-3	2	-5	0.2	-47	3
> O=C(CN1C(=O)c2ccccc2S1(=O)=O)c1ccccc1Cl
 : 70*	9	0	-66	21	53*	-5	-4.4	101*	?
> COc1cccc(Oc2cc(Cl)nc(N)n2)c1
 : -18	6	7	11	-40	0	11	1.2	6	4
> CCN(CC)CCN(C(=O)Cn1nnc(-c2ccc(C)o2)n1)C(C(=O)NC1CCCC1)c1ccc(F)cc1 (stereo unspecified)
 : -11	0	-5	13	5	-3	-3	1.0	-1	-2
> O=C(Nc1ccc(N2CCOCC2)cc1)c1cc(-n2cnnc2)ccc1Cl
 : -25	0	-1	-3	23	-3	0	-0.7	22	3
> NC(=O)c1ccc[n+](Cc2ccc(-c3ccccc3)cc2)c1
 : -13	4	4	-7	10	-2	4	-1.8	7	-6
> CC(=O)Oc1ccc2c(c1)C(=O)c1ccccc1C2=O
 : -21	-3	-2	15	-3	5	4	-0.6	-51	18
> O=C(NCc1ccccn1)c1ccc(N2CCCC2)c([N+](=O)[O-])c1
 : -4	-3	2	23	13	-2	3	-0.1	0	10

Results follow in this order: KLF5 inhibitor	SKKanGAS inh	IEC-6 cytotox	HSF1 activator	AI-2 QS mod	HSP90 inh	Platelet DG rel	HIF act	aSyn 5UTR inh	HSF1 inhib
> CCNC(=S)N1CCN(c2nc(-c3cccc(OC)c3)cs2)CC1
 : -14	-6	-2	-4	20	-2	-7	0.7	2	4
> CCOc1ccc(CCNC(=O)CN(C)S(=O)(=O)c2cccc3nsnc23)cc1OCC
 : -15	7	0	-39	9	3	2	-0.1	17	-24
> Cc1cc(C(=O)N/N=C/c2ccccc2Br)no1
 : -53	15	-4	20	36	-4	-5	-30	-68	9
> Cn1c(=N)n(CC(=O)c2ccc(Br)cc2)c2ccccc21
 : .	-6	.	3	8	.	-2	-0.1	36	1
> CN(C)c1ccc(N=Nc2ccccc2C(=O)OCC(=O)NCC2CCCCC2)cc1
 : -32	14	-3	22	10	6	-6	0.6	-38	25
> CN(CC(=O)Nc1cccnc1)S(=O)(=O)c1ccc(Br)cc1
 : -10	1	5	-4	40	3	7	-0.2	-2	-2
> CC(=O)Nc1ccc(S(=O)(=O)Nc2cccc(-c3cn4c(n3)SCC4)c2)cc1
 : -7	-6	-6	0	10	-1	1	-0.1	15	-6
> CC(OC(=O)CNS(=O)(=O)c1ccc(C#N)cc1)C(=O)Nc1ccc(Cl)cn1 (stereo unspecified)
 : .	21	.	-6	17	.	20	0.2	6	-2
> O=C(COc1ccccc1)N1N=C(c2cccnc2)CC1(O)C(F)(F)F (stereo unspecified)
 : 0	-10	7	20	18	-1	14	0.1	23	-5
> COc1ccc(/C=C(\CC(=O)O)c2nc3ccccc3s2)cc1O
 : -20	-1	7	11	23	-1	8	0.1	-9	-3
> Cc1ccc(S(=O)(=O)CC(=O)c2ccc(C(C)(C)C)cc2)cc1
 : 4	-5	-3	20	13	0	-2	-0.2	-14	-8
> Cc1ccccc1C1C(C#N)=C2NC(=O)c3c(sc4c3CCCCC4)N2C2=C1C(=O)CC(C)(C)C2 (stereo unspecified)
 : 3	18	-6	-17	20	2	-1	-1.1	-9	-3
> COc1ccc(/C(C)=N/NC(=O)CNC(=O)Cc2ccccc2)c(OC)c1
 : -36	1	5	-4	22	-1	1	-0.3	17	-9
> COc1ccc(OC)c(/C=C2\SC(N3CCCCC3)=NC2=O)c1
 : -40	-2	4	0	22	-6	2	-2.1	-17	8
> Cc1ccc(CC(=O)NCCS(=O)c2ccc(Cl)cc2)cc1 (stereo unspecified)
 : -21	1	4	-6	-15	0	6	0.3	2	-2
> CN(Cc1ccc(F)cc1)C(=O)c1cccc(OC2CCN(C3CCCC3)CC2)c1
 : -36	-5	-4	-14	16	-3	11	0.0	2	-5
> CC(=O)c1ccc(NC(=O)C(C)N(C)CC(=O)Nc2ccccc2Cl)cc1 (stereo unspecified)
 : -2	4	13	3	13	5	0	-0.2	4	-1
> COc1ccc(NS(=O)(=O)c2ccc3c(c2)oc(=O)n3C)cc1Cl
 : 6	4	10	-16	10	2	17	0.2	13	-4
> CC(C)CCNC(=O)C(C)N(C(=O)c1snc(C(N)=O)c1N)c1cnc2ccccc2c1 (stereo unspecified)
 : -45	9	0	1	21	4	7	0.0	10	4
> Cc1ccc(S(=O)(=O)N2CCC(C(=O)NCC3CC3)CC2)cc1
 : -2	0	-7	-5	.	1	0	-1.1	-5	-6

Results follow in this order: KLF5 inhibitor	SKKanGAS inh	IEC-6 cytotox	HSF1 activator	AI-2 QS mod	HSP90 inh	Platelet DG rel	HIF act	aSyn 5UTR inh	HSF1 inhib
> CC1(C(=O)N2CCN(C(=O)c3ccco3)CC2)CC1(Br)Br (stereo unspecified)
 : -6	-2	2	-21	19	4	5	-0.3	8	3
> Nc1c(C(=O)O)sc2nc(-c3ccccc3)cc(-c3ccc(Cl)cc3)c12
 : 5	?	-5	-59	49	-5	1	-0.2	0	-47
> C=C(C)COc1ccc(-c2nc(N)ncc2-c2ccc(Br)cc2)c(O)c1
 : -39	96*	-9	10	35	-3	-2	-1.1	15	5
> Cc1nnc(SC/C=C/c2ccccc2)n(N)c1=O
 : -15	.	-2	.	-68	-3	.	.	.	.
> CCOc1ccc(N2C(=O)CC(N(CCc3ccc(OC)c(OC)c3)C(=O)/C=C/C(=O)O)C2=O)cc1 (stereo unspecified)
 : -4	-3	3	-1	2	7	-2	-0.4	-5	4
> CN(C)S(=O)(=O)c1ccc(N2CCCC2)c(C(=O)Nc2ccccc2)c1
 : .	-7	.	-7	15	.	-15	0.1	11	-5
> Cc1cc(OCc2ccccc2)ccc1/C(O)=C1/C(=O)C(=O)N(Cc2cccnc2)C1c1ccncc1 (stereo unspecified)
 : 2	-5	-6	.	20	-3	.	.	.	.
> O=C(CCCc1ccccc1)NCCc1ccccc1
 : -44	3	-5	22	14	-2	0	1.4	-39	3
> CN(C)c1ccc(C(=O)Nc2cc(C(F)(F)F)ccc2-n2cncn2)cc1
 : -25	-12	4	4	4	1	3	-1.6	-29	0
> CC(=O)Nc1ccc(NC(=O)c2cc(-c3cc(C)cc(C)c3O)n[nH]2)cc1
 : -21	10	0	9	6	-5	-1	-7.1	-108	0
> Cc1nn(-c2ccccc2)c(C)c1/C=N/n1c(-c2ccccc2Br)n[nH]c1=S
 : -15	21	0	-1	17	0	-3	0.0	0	-6
> Cc1ccc2c(c1)N(CC(=O)O)C(=O)CO2
 : -11	1	7	-83	22	1	-1	-0.4	3	-80*
> CN1CCN(NC(=S)Nc2ccc(Oc3ccccc3)cc2)CC1
 : -1	6	4	3	9	2	4	0.3	-12	-6
> COc1ccccc1-c1nnc(SC(C)C(=O)N2CCOCC2)o1 (stereo unspecified)
 : .	-5	.	2	10	.	-1	-0.5	24	-1
> Cc1ccc(NS(=O)(=O)c2ccc(OCC(=O)N3CCOCC3)cc2)cc1
 : -45	-4	-1	-10	6	-3	-3	-0.5	-13	-12
> CC(C)C(NC(=O)C(C)N1C(=O)c2ccccc2C1=O)c1ccccc1 (stereo unspecified)
 : -18	0	-3	23	11	-2	6	-0.3	1	-8
> Cc1ccccc1OCCCC(=O)Nc1ccc(S(=O)(=O)Nc2onc(C)c2C)cc1
 : -11	6	0	13	22	-3	-5	-0.9	8	-1
> CN(CC(=O)Nc1ccccc1Cl)C(=O)C1CCN(C(=O)c2ccc(Cl)cc2)CC1
 : -16	-1	-1	19	11	1	-1	-0.3	-3	-4
> Cc1nn(C(=O)N2CCOCC2)c(C)c1C
 : -18	0	-1	2	19	0	0	-29	11	-1
> Cc1cc(Br)ccc1NC(=O)CN(C)C(=O)CCSc1ccc(F)cc1
 : .	2	.	16	8	.	3	-0.2	4	1
> CC(=O)Nc1ccc(OCC(O)CN2CCN(c3ccc(C)c(Cl)c3)CC2)cc1 (stereo unspecified)
 : -34	0	-1	-1	18	0	-2	.	39	-7

Screening results: PubChem BioAssay, several laboratories
